Hsp90 inh = tumor Hsp90 inhibitors, primary screen, cell lysate, fluorescence polarization, NCI-N417 lysate; Heat shock protein HSP 90-alpha (Homo sapiens), P07900; Cy3B-geldanamycin FP displacement; inhibition, % at 30 µM; 64,000 compounds, 0.35% hits; AID 429, 2006;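 active = inhibition above 50%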;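 note: 0% = tracer plus lysate wells and 100% = tracer alone without lysate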
RORa activator = activators of orphan receptor RORA, primary screen, cell-based, luminescence; 65,000 compounds, 1.5% hits; CHO-K1 Gal4-RORA LBD luciferase reporter; percent increase over mock-subtracted basal signal; activation, % at 10 µM;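 active = activation above the mean of all tested compounds plus 3 SD, cut at about 49% in these data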;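 note: 0% = DMSO-treated RORA cells and 100% = added signal equal to DMSO minus mock-transfected cells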
Target sequence (P35398 whole entry, looked up, the tested form may be a part): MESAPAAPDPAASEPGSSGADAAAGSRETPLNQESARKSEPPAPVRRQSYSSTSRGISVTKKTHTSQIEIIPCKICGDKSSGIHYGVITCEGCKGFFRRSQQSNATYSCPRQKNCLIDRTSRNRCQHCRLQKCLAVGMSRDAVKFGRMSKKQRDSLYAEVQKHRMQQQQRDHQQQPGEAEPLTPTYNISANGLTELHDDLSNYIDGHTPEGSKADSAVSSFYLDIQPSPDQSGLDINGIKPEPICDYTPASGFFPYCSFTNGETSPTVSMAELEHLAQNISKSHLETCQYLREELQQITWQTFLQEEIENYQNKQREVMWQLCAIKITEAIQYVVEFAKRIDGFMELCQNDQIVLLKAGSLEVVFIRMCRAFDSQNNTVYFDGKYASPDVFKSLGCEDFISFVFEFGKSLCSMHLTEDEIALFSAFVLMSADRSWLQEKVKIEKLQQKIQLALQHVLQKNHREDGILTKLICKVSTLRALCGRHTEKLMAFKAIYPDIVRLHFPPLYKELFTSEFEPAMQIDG
TNAP act DEA = human TNAP enzyme activators, primary screen, biochemical, luminescent, intermediate phosphate acceptor level. Alkaline phosphatase, tissue-nonspecific isozyme (Homo sapiens), P05186. purified TNAP, CDP-star luminescence, 100 mM DEA, 30 min; stronger effect = higher value; scale: 0 levamisole-inhibited, 1 vehicle-only enzyme. activation factor at 20 µM. 64,000 tested, under 10 active. AID 813, 2007;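 active = activation factor of at least 2 at 20 µM, relative to controls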
DUSP1 inh = MKP-1 phosphatase inhibitors, primary screen, biochemical, in vitro. Dual specificity protein phosphatase 1 (Homo sapiens), P28562. recombinant MKP-1, OMFP hydrolysis fluorescence. inhibition, %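 (compounds tested at a single concentration somewhere between 10 and 100 µM)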. 65,000 compounds, 0.15% hits. AID 374, 2006;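 active = inhibition above about 50%, limit read from the data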;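 note: 0% = DMSO max control wells and 100% = wells with enzyme stopped by NaOH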
Target sequence (P28562 whole entry, looked up): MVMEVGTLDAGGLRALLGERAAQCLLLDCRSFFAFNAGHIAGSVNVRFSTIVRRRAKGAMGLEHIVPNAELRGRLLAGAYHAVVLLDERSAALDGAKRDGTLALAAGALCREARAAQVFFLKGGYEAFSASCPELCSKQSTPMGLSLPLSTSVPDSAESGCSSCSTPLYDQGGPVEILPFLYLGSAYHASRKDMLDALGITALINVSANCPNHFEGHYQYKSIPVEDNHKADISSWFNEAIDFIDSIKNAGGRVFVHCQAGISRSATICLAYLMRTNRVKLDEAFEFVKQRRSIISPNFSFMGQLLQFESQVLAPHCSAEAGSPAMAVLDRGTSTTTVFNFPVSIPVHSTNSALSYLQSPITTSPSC
D1 allo mod = D1 CRE-luciferase signal change, two-sided – cell-based, HEK293 D1, dopamine EC30, D1 allosteric modulator project, primary screen; D(1A) dopamine receptor (Homo sapiens), P21728; B-score at 10 µM; AID 641, 2007; dopamine EC30 potentiation; actives deviate in either direction; 58,000 compounds, 5.9% hits;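 active = luminescence count or its row- and column-corrected plate score outside the 99.7% band of the plate's sample wells, on either side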
SF1 activator = activators of human SF-1, primary screen, cell-based, CHO-K1, Gal4-SF-1 LBD, luciferase luminescence. Steroidogenic factor 1 (Homo sapiens), Q13285. CHO-K1 Gal4-SF-1 LBD luciferase reporter; % increase over DMSO SF-1-specific signal. activation, % at 10 µM. 65,000 compounds, 1.9% hits. AID 522, 2006;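 active = activation above the mean activation of all tested compounds plus 3 SD, cut at about 50% in these data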
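Test system: CHO-K1 cells co-transfected with Gal4 DBD–human SF-1 LBD, 5xGal4 luciferase reporter. Quantity: 4,000 cells per well. Compound: 10 µM only. Incubation: compound added 1 h post-seeding, 20 h exposure at 37 °C, 5% CO2. Detection: SteadyLite luciferase luminescence. Replication: one test per compound.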
Her2 expr inh = inhibitors of Her2 protein expression, primary screen, SKBR-3 cells, AlphaScreen, 66K library. SKBR-3 HER2 protein level, 18-24 h; stronger effect = lower value. Receptor tyrosine-protein kinase erbB-2 (Homo sapiens), P04626. HER2 level % of control, % at 10 µM. 65,000 compounds, 0.69% hits;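 active = HER2 level under 5% of the carrier-only control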;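 note: 100% = DMSO carrier and 0% = 500 nM PU-H71 HSP90 inhibitor; lower value means stronger loss of Her2 protein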
FXIIa mix inh = human factor XIIa inhibitors, primary screen, biochemical, pooled compound mixtures, fluorogenic substrate; Coagulation factor XII (Homo sapiens), P00748; 62,000 compounds, 0.2% hits; purified FXIIa; inhibition, % at 5 µM; in the data active = inhibition above about 20%, passing the limit was not always enough;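 note: 0% = enzyme without compound and 100% = no enzyme blank; some results filed as inactive read as strong as hits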
Cdc25B block = inhibitors of Cdc25B phosphatase catalytic domain, primary screen, biochemical, OMFP fluorescence | M-phase inducer phosphatase 2 (Homo sapiens), P30305 | recombinant Cdc25B, OMFP fluorescence Ex485/Em525 | inhibition, %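 (compounds tested at 10 µM final in the well)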 | 65,000 compounds, 0.1% hits | AID 368, 2006; in the data active = inhibition above about 50%
* = called active by the depositor; x = no result given.

SMILES | Hsp90 inh | RORa activator | TNAP act DEA | DUSP1 inh | D1 allo mod | SF1 activator | Her2 expr inh | FXIIa mix inh | Cdc25B block
CSc1ccccc1NC(=O)c1ccccc1N(C)S(C)(=O)=O | 0 | -15 | 1 | -4 | -0.15 | -14 | 98 | 2 | 1
CC(C)Oc1ccc(C2C(C(=O)c3ccco3)=C(O)C(=O)N2Cc2cccnc2)cc1 (configuration not stated) | 5 | 70* | 0.9 | -8 | 0.42 | 39 | 115 | 5 | 3
COCc1nnc(NC(=O)CS(=O)(=O)Cc2ccccc2)s1 | -17 | -1 | 1 | -12 | x | 1 | 81 | -9 | -1
COc1ccc(N2CCN(C3CC(=O)N(Cc4ccc(N5CCCC5=O)cc4)C3=O)CC2)cc1 (configuration not stated) | x | 0 | 0.9 | 2 | x | -4 | 223 | -4 | -11
Cc1nc2ccc(C(=O)c3ccccc3)cc2[nH]1 | -4 | 13 | 0.9 | -7 | 0.46 | 57* | 108 | 4 | -5
CCN1C(=O)CC(c2ccco2)Sc2ccccc21 (configuration not stated) | -1 | -12 | 0.9 | 9 | x | -10 | 77 | 2 | 3
CCOC(=O)N1CCN(C(=O)CCS(=O)(=O)c2ccc(Br)s2)CC1 | -1 | -10 | 1 | 2 | -0.044 | -6 | 83 | 8 | 1
CC1(C)CC(=O)c2sc(N3CCCCC3)nc2C1 | -4 | 36 | 0.9 | 28 | 0.96 | 13 | 89 | 9 | 2
CC(C)(C)n1ncc2c(=O)n(CC(=O)NCc3ccccc3Cl)cnc21 | -1 | 8 | x | -17 | -2.5 | 74* | 79 | 3 | -2
CCCCOc1cc(=O)[nH]c(=O)[nH]1 | 1 | 9 | 0.9 | -11 | 0.5 | -17 | 121 | 5 | 4
O=C(NCc1ccco1)c1ccc(Cl)c(S(=O)(=O)N2CCOCC2)c1 | 0 | -6 | 1.1 | 29 | 0.095 | -3 | 105 | 1 | -8
CC(C)C(OC(=O)c1cccs1)C(=O)NCc1ccco1 (configuration not stated) | -9 | -12 | 0.9 | -3 | 1.7 | 1 | 92 | 15 | 3
CCCSc1nc2c(c(=O)n1CC)SC(C)C2 (configuration not stated) | 0 | 1 | 0.8 | 3 | 4.7* | -2 | 108 | 5 | -8
CCOC(=O)CNC(=O)CCCCCC(=O)NCC(=O)OCC | -3 | -17 | 0.9 | -7 | x | 7 | 91 | x | -2
CCN(CC)C(=O)COc1ccc(-c2nnc(N3CCCCC3)c3ccccc23)cc1 | 2 | -15 | 0.9 | 7 | -0.59 | 3 | 98 | 0 | -14
CN(C)CCCNC(=O)Cc1ccc(Br)cc1 | -3 | -12 | 0.9 | -9 | -0.42 | -4 | 144 | -3 | 4
O=C(CN1CCN(c2ccccc2)CC1)Nc1nnc(-c2ccccc2)s1 | 0 | -2 | 0.9 | 7 | -0.13 | 19 | 93 | -21 | -9
Fc1ccc(-c2nnc3sc(-c4ccc5c(c4)OCO5)nn23)cc1 | -1 | 2 | 0.9 | 1 | 0.57 | -22 | 113 | 4 | 8
CCNc1nc(N2CCCCC2)nc(-n2nnc(C(=O)OCC)c2C)n1 | 4 | -8 | 0.9 | 4 | 4.1 | 11 | 99 | 2 | 14
CCOC(=O)c1cccc(NC(=O)CSc2nnc(-c3ccoc3C)n2CC)c1 | -2 | 2 | 0.9 | 16 | 2 | -3 | 101 | 4 | -9
CSc1nc2ccccc2n1Cc1cccc(F)c1 | -1 | -16 | 0.9 | -4 | -0.29 | -16 | 96 | 5 | -9
N#Cc1c(N)nc(SCc2ccccn2)c(C#N)c1-c1cccs1 | 0 | -13 | 0.9 | -28 | x | -11 | 178 | 5 | -1
COC(=O)Cn1c(CCC(=O)O)ccc1-c1ccccc1 | -3 | -11 | 1 | 3 | 0.89 | -3 | 102 | 3 | 0
CCC1CCCCN1CCCNC(=O)CC1Oc2ccc(C)cc2NC1=O (configuration not stated) | 0 | 9 | 0.9 | -4 | 0.037 | -1 | 99 | 0 | -9
Cc1cccc(NC2SC(=O)N(c3ccccc3)C2=O)c1 (configuration not stated) | -3 | -6 | 0.9 | -4 | -0.32 | 14 | 125 | 3 | 6
N#Cc1nc(-c2ccc(F)cc2)oc1NCc1ccccc1 | 0 | 7 | 1 | 2 | 5.7* | 35 | 75 | 13 | -3
c1ccc(CNc2ccc3ccccc3n2)nc1 | -1 | 21 | 1 | 15 | -2.9 | -4 | 141 | 3 | -10
CCCCOC(=O)CCc1nc2ccccc2[nH]1 | -3 | -1 | 0.9 | -16 | x | -3 | 92 | 10 | -17
CC1CCN(S(=O)(=O)c2cn(CC(=O)N3CCN(C)CC3)c(=O)c3ccccc23)CC1 | -3 | -14 | 0.9 | 9 | -0.26 | 13 | 103 | 10 | 25
COc1cccc(OCc2nnc(SCC(=O)OCc3ccccc3)o2)c1 | 2 | 49* | 1 | 12 | 0.39 | 7 | 63 | -17 | -21
CCCC(O)(CCN1CCOCC1)c1ccc(Br)cc1 (configuration not stated) | 5 | -2 | 0.9 | 7 | -0.53 | 5 | 116 | -4 | -20
COc1nc(NCc2ccc(Cl)cc2)nc(OC)n1 | -1 | -3 | 1 | 0 | 6.8* | -25 | 110 | 13 | -25
N#CC1=C(N)SC(N)=C(C#N)C1Cc1ccccc1 | -7 | -6 | 0.9 | 2 | 2 | -4 | 67 | 10 | -4
CC1C2CC(CC1(C)C)N(C(=O)Nc1ccc3nccnc3c1)C2 (configuration not stated) | -3 | -5 | 1 | 15 | 0.48 | 2 | 85 | -14 | -9
CCc1nc(C)cn1S(=O)(=O)c1ccc(Cl)c(Cl)c1Cl | -3 | 11 | 1 | 5 | 0.72 | -1 | 98 | -5 | -4
O=C(c1cnn2c(C(F)(F)F)cc(-c3ccccc3)nc12)N1CCOCC1 | -2 | -18 | 0.9 | 7 | 0.012 | -5 | 82 | -7 | -19
Cc1ccccc1NC(=O)C1CCCN1S(=O)(=O)c1cccc2cccnc12 (configuration not stated) | -1 | -5 | 1 | -8 | 0.064 | -4 | 68 | -2 | -13
COCc1nnc(NS(=O)(=O)c2ccc(NC(C)=O)cc2)s1 | -4 | -31 | 0.9 | 2 | 0.15 | 0 | 99 | 0 | -1
COc1ccc(CCNC(=O)c2cc(-c3cc(C)c(C)cc3O)n[nH]2)cc1OC | -2 | -15 | 1.2 | 14 | 1.4 | -8 | 70 | -15 | -1
CS(=O)(=O)c1nc(-c2cccs2)cc(C(F)(F)F)n1 | x | -78 | 0.9 | 6 | 0.23 | -70 | -24* | -15 | 9
Cc1cccc(-n2c(O)c(C=NCCCN3CCOCC3)c3ccccc3c2=O)c1 | 0 | -11 | 1 | -16 | -0.65 | -6 | 113 | 9 | 2
COc1ccc2cc3c(N)c(C(=O)N4CCCC4)sc3nc2c1 | -2 | -8 | 0.9 | 11 | -1.8 | -8 | 95 | 6 | -8
O=C(CN1CCN(C(=O)c2ccco2)CC1)Nc1cc(C(F)(F)F)ccc1Cl | -5 | -22 | 0.9 | 0 | -0.57 | 6 | 77 | 5 | -15
O=C1CCc2cc(S(=O)(=O)NCCC(=O)N3CCN(c4cccc(Cl)c4)CC3)ccc2N1 | -4 | -5 | 0.9 | 38 | 0.19 | -2 | 101 | -2 | -12
Cc1cccc(OCc2nc(C#N)c(NCCN(C)C)o2)c1 | -1 | 23 | 0.8 | -4 | -1.8 | -2 | 88 | 1 | -11
Nc1cc(-c2nn[nH]n2)ccc1F | 10 | -16 | 0.9 | 8 | -0.13 | -3 | 88 | -1 | -6
FC(F)(F)COc1nc(OCC(F)(F)F)nc(N2CCN(c3ccccc3)CC2)n1 | 1 | -10 | 0.9 | 8 | -0.17 | -4 | 73 | 3 | -8
CCC(C)(C)NC(=O)C1CCN(c2nc(C)cc(C)n2)CC1 | -2 | -13 | 1 | 10 | 1.3 | 14 | 76 | 5 | -11
CCC1(C)Cc2c(sc3nc(SCC(=O)O)[nH]c(=O)c23)CO1 (configuration not stated) | 2 | -1 | 0.8 | -4 | 0.083 | -1 | 73 | 6 | -17
COc1cccc(-n2nnc3c(=O)n(CC(=O)N4CCCc5ccccc54)cnc32)c1 | -2 | -13 | 0.9 | 9 | 0.74 | 7 | 85 | 9 | 1

New compounds follow:
SMILES | Hsp90 inh | RORa activator | TNAP act DEA | DUSP1 inh | D1 allo mod | SF1 activator | Her2 expr inh | FXIIa mix inh | Cdc25B block
COCCN(CCOC)C(=O)c1cc2sc3ccccc3c2s1 | x | -3 | 0.9 | 3 | -0.41 | 28 | 63 | -14 | -7
O=C(NCCCCCNC(=O)c1cccnc1)c1cccnc1 | -5 | 30 | 0.9 | 1 | -0.65 | 13 | 127 | 14 | -21
O=C(NCCCN1CCCCCC1)c1ccc2c(c1)NC(=O)C(N1CCOCC1)S2 (configuration not stated) | 0 | 10 | 1 | 7 | -0.19 | -8 | 80 | 0 | -9
CN(C)C(CNC(=O)c1cccc(S(=O)(=O)N2CC3(C)CC2CC(C)(C)C3)c1)c1ccco1 (configuration not stated) | -5 | 8 | 0.9 | 21 | 0.043 | 1 | 88 | 2 | -14
Nn1c(SCC(=O)N2CCCc3ccccc32)nnc1-c1ccccc1 | 2 | 18 | 1 | -3 | -0.11 | 15 | 85 | -2 | 1
O=C(O)c1ccc(CSc2nnc(COc3ccc(Cl)cc3Cl)o2)cc1 | 1 | 19 | 1 | 35 | 5.6* | 8 | 99 | -2 | 9
Cc1ccc(C)c(NC(=O)CSc2nnc(-c3ccncc3)n2N)c1 | x | -5 | 0.9 | 3 | 0.00032 | 0 | 63 | 6 | -26
Cc1ccc(O)c(C(=O)c2cnn(C(=O)Cc3csc(C)n3)c2)c1 | x | -5 | 0.9 | 26 | -0.83 | 24 | x | -15 | -3
CC1=C(C#N)C(=O)NC(C)(C)C1 | -1 | -8 | 0.9 | 0 | 0.86 | 4 | 95 | 6 | 1
COc1cccc(C(N)CC(=O)O)c1 (configuration not stated) | -2 | -3 | 0.8 | 5 | 0.032 | -16 | 79 | 6 | 4
COC(=O)CCCC(=O)N1CCOCCN(C(=O)CCCC(=O)OC)CCOCC1 | -4 | 15 | 1 | -10 | -0.035 | 16 | 91 | -19 | -16

Shown as a hit in Her2 expr inh (from the list above):
Molecule,TNAP act DEA,DUSP1 inh,D1 allo mod,Her2 expr inh,FXIIa mix inh,Cdc25B block
CS(=O)(=O)c1nc(-c2cccs2)cc(C(F)(F)F)n1,0.9,6,0.23,-24*,-15,9

Two consecutive records from above:
SMILES | Hsp90 inh | RORa activator | TNAP act DEA | DUSP1 inh | D1 allo mod | SF1 activator | Her2 expr inh | FXIIa mix inh | Cdc25B block
COCCN(CCOC)C(=O)c1cc2sc3ccccc3c2s1 | x | -3 | 0.9 | 3 | -0.41 | 28 | 63 | -14 | -7
O=C(NCCCCCNC(=O)c1cccnc1)c1cccnc1 | -5 | 30 | 0.9 | 1 | -0.65 | 13 | 127 | 14 | -21

Screening results: PubChem, several laboratories
